KAT2A inh: blocks human GCN5L2 histone acetyltransferase. GCN5L2 HAT assay, ThioGlo1 CoA-SH fluorescence. 0.21% of 390,000 active. Q92830. Potency, µM (top dose mostly 58.9 µM), for inactives: at the top dose activity change, negative = inhibition, most hits filed as inhibitors
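Free CoA generated was detected with ThioGlo1 (50uM) fluorescence at Ex340nm/Em540nm, read immediately and after 20 min at room temperature. Enzyme, 20 nM in HEPES pH 7.5 buffer, saw compounds 15 min before adding 75uM H3(1-25) peptide and 70uM acetyl-CoA.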
FEN1 inh: human FEN1 inhibition; Recombinant FEN1 flap cleavage, fluorescence, 15 min; Potency, µM (doses to about 114 µM), for the others: at the top dose activity change, negative = inhibition, hits mostly inhibitors; 0.35% of 390,000 active; AID 588795; further: nearly all actives have a fitted effect of over 65% in size
Target sequence (P39748 whole entry, looked up): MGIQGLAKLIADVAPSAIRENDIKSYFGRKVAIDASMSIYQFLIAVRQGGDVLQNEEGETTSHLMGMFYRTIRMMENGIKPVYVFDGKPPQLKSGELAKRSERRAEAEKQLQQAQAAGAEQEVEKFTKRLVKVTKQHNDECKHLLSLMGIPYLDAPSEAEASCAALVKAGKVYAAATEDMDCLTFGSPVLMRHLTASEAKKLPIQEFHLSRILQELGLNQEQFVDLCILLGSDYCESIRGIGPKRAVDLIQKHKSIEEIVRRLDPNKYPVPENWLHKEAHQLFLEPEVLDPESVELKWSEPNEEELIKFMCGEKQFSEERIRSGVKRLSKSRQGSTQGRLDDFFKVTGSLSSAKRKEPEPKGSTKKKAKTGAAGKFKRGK
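Nuclease activity of 10 nM FEN1 was measured after 15 min of room-temperature exposure to titrated compounds, by adding 50 nM flap substrate and reading plates at 0 and 15 min.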
N370S GC: N370S glucocerebrosidase modulation, Gaucher chaperone candidate. AID 2101. 0.092% of 330,000 active. P04062. N370S GC spleen homogenate, 4MU-glucoside fluorescence. Potency, µM (highest dose often 59.4 µM), inactives show at the highest dose activity change, negative = inhibition, actives largely listed as inhibitors;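 further: 0% = full enzyme activity and -100% = no enzyme basal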
* = called active by the depositor; & = joins results of further samples; [ ] = remark or other dose. The call rests on the fitted dose curve; in most records, active means well fitted curve in the direction sought with a large enough effect; inconclusive means small, poorly fitted or top-dose-only effect, or another doubt; inactive means no such curve, though single readings can be large; an effect the other way counts as inactive or inconclusive. Unless noted, on the % scale 0 is the no-effect control and ±100 the full control effect; potency means the concentration at half of the fitted maximal effect. The list is partial. The share of hits here may be higher or lower than overall.

CCOC(=O)N1CCC(NC(=O)C(NC(=O)C2CCC(C)CC2)C(C)CC)CC1 (stereo not drawn) was read as KAT2A inh 0% and N370S GC 3%.
COc1ccc(C(=O)N2CCN(c3ccc(N4CCOCC4)nn3)CC2)cc1OC was read as KAT2A inh -8%, FEN1 inh -3% and N370S GC inconclusive.
Screening C/C=C/c1ccc(OCc2cc(=O)n3cc(C)ccc3n2)c(OC)c1 returned KAT2A inh -5%, FEN1 inh 6% and N370S GC 7%.
For COc1ccccc1-c1sc2cc3c(cc2c1-c1ccc(OCCN2CCOCC2)cc1)OCO3 the results were KAT2A inh -13% and FEN1 inh -12%.
For O=C(COC(=O)CCC1CCCC1)Nc1ccc(Cl)cn1 the results were KAT2A inh 0%, FEN1 inh -11% and N370S GC 0%.
`Cc1cc(S(=O)(=O)NCC2CC2)c(Cl)cc1Cl` gave KAT2A inh -4%, FEN1 inh 2% and N370S GC -19%.
`O=C1OCC2=C1C(c1ccc(F)cc1)CC(=O)N2c1ccccc1` (stereo not drawn) gave KAT2A inh -18% and N370S GC -3%.
For CCOC(=O)c1sc(NC(=O)C(CC)OC(=O)C(CC(C)C)NC(=O)c2ccccc2)nc1C (stereo not drawn) the results were KAT2A inh inconclusive, FEN1 inh -19% and N370S GC -29%.
Screening CCOC(=O)c1[nH]c2ccc(F)cc2c1NC(=O)c1ccccc1C(=O)O returned KAT2A inh -5%, FEN1 inh 17% and N370S GC inconclusive.
For CCc1c(C)nc2ncnn2c1NCCc1ccc(OC)c(OC)c1 the results were KAT2A inh 2%, FEN1 inh 1% and N370S GC 4%.
Cc1cc(-c2nnc(SCC(=O)Nc3cccc(Cl)c3)n2N)n[nH]1 was read as KAT2A inh -11%, FEN1 inh 18% and N370S GC 0%.
`C=C1CCc2c([nH]c3ccc(OCC(C)C)cc23)C1=O` gave KAT2A inh -5%, FEN1 inh 5% and N370S GC -14%.
C=CCOC(=O)C1=C[C@@H](c2ccc(C(F)(F)F)cc2)[C@H](CCCO)[C@@H](OCC)O1 was read as KAT2A inh -4%, FEN1 inh -4% and N370S GC 0%.
CCC(=O)Nc1cc(-c2cccc(C)c2)nn1-c1ccccc1 was read as KAT2A inh -22% and FEN1 inh -10%.
`N=c1scc(-c2ccccc2)n1/N=C/c1ccco1` gave KAT2A inh -5%, FEN1 inh -4% and N370S GC -4%.
Screening O=C(COc1ccc(S(=O)(=O)N2CCOCC2)cc1)NCc1ccccn1 returned KAT2A inh -6%, FEN1 inh 4% and N370S GC -1%.
`CCN1CCCC1CNC(=O)COc1cc(=O)n(C)c2ccccc12` (stereo not drawn) gave KAT2A inh -5%, FEN1 inh -1% and N370S GC 4%.
`Cc1ccc(C)c(NC(=O)CCc2nc(-c3ccc(C(C)(C)C)cc3)no2)c1` gave KAT2A inh -9% and FEN1 inh -5%.
`Cc1ccc(-c2nc(-c3cccnc3)sc2CC(=O)Nc2ccc3nc(C)sc3c2)cc1` gave KAT2A inh -3%, FEN1 inh 11% and N370S GC inconclusive.
Screening Cc1noc(/C=C/c2ccccc2F)c1S(=O)(=O)N1CCC(C(=O)N2CCOc3ccccc32)CC1 returned KAT2A inh 2% and FEN1 inh -2%.
`Cc1nc(CSc2n[nH]c(=O)n2-c2cccc(F)c2)cs1` gave KAT2A inh 2%, FEN1 inh 14% and N370S GC -3%.
Screening CC1CCN(S(=O)(=O)c2ccc3c(c2)c(=O)c(C(=O)NC(C)c2ccccc2)cn3C)CC1 (stereo not drawn) returned KAT2A inh -18% and FEN1 inh -21%.
O=C1CS/C(=N/N=C/c2ccccc2OS(=O)(=O)c2ccccc2)N1 was read as KAT2A inh 0%, FEN1 inh 8% and N370S GC -14%.
For COc1cc(C2N(c3ccc(F)cc3)C(=O)C3CCCN32)cc(OC)c1OC (stereo not drawn) the results were KAT2A inh -5%, FEN1 inh -1% and N370S GC 0%.
Screening COC(=O)c1c(N)n(-c2ccc(OC)c(OC)c2)c2nc3ccccc3nc12 returned KAT2A inh -5% and FEN1 inh -1%.
`CC(C)CC(=O)Nc1sc2c(c1C#N)CC(C)(C)NC2(C)C` gave KAT2A inh 39%[activator], FEN1 inh 0% and N370S GC 5%.
For O=C(O)c1ccc(Nc2nc3ccccc3n3cnnc23)cc1 the results were KAT2A inh 2% and FEN1 inh -16%.
COc1ccccc1CNC(=O)Nc1ccc2c(c1)N(C)C(=O)c1ccccc1S2 was read as KAT2A inh -4% and FEN1 inh 12%.
For O=C(Nc1nccs1)c1ccc(Br)c(S(=O)(=O)N2CCOCC2)c1 the results were KAT2A inh -4%, FEN1 inh -5% and N370S GC -5%.
`O=C1c2[nH]nc(-c3ccccc3O)c2C(c2cccc(Br)c2)N1Cc1ccncc1` (stereo not drawn) gave KAT2A inh 5% and FEN1 inh 3%.

Already shown: an excerpt of the list.
`CC(C)CC(=O)Nc1sc2c(c1C#N)CC(C)(C)NC2(C)C` gave KAT2A inh 39%[activator], FEN1 inh 0% and N370S GC 5%.
For O=C(O)c1ccc(Nc2nc3ccccc3n3cnnc23)cc1 the results were KAT2A inh 2% and FEN1 inh -16%.
COc1ccccc1CNC(=O)Nc1ccc2c(c1)N(C)C(=O)c1ccccc1S2 was read as KAT2A inh -4% and FEN1 inh 12%.
For O=C(Nc1nccs1)c1ccc(Br)c(S(=O)(=O)N2CCOCC2)c1 the results were KAT2A inh -4%, FEN1 inh -5% and N370S GC -5%.
`O=C1c2[nH]nc(-c3ccccc3O)c2C(c2cccc(Br)c2)N1Cc1ccncc1` (stereo not drawn) gave KAT2A inh 5% and FEN1 inh 3%.

(continued)
For CC(C)(C)OC(=O)NCCCCCNC(=O)c1nc[nH]c1C(=O)N1CCc2ccccc2C1 the results were KAT2A inh -1% and FEN1 inh -19%.
For O=C(NCCCCNC(=O)c1ccc(Br)cc1)c1ccc(Br)cc1 the results were KAT2A inh 4%, FEN1 inh -1% and N370S GC 0%.
COc1ccc(S(=O)(=O)N2CCOCC2)cc1C(=O)NCC(c1ccco1)N1CCCC1 (stereo not drawn) was read as KAT2A inh -1% and FEN1 inh -12%.
For CCOC(=O)c1ccc(NC(=O)CSc2nccn2-c2ccc(OCC)cc2)cc1 the results were KAT2A inh -2% and FEN1 inh -14%.
O=C(CN1C(=O)NC2(CCCC2)C1=O)NCC1CCCO1 (stereo not drawn) was read as KAT2A inh 2%, FEN1 inh 0% and N370S GC -4%.
O=C(Cn1c(=O)oc2ccccc21)Nc1nc(-c2ccccc2)cs1 was read as KAT2A inh 0%, FEN1 inh -9% and N370S GC 3%.
`COc1ccc(Br)cc1/C=N/N1CCN(Cc2ccccc2)CC1` gave KAT2A inh -3%, FEN1 inh 16% and N370S GC -8%.
For COc1ccccc1CNS(=O)(=O)c1csc(C(N)=O)c1 the results were KAT2A inh 0%, FEN1 inh 18% and N370S GC 0%.
COC(=O)Cc1c(C)c2ccc(OCC(=O)NCc3ccc4c(c3)OCO4)cc2oc1=O was read as KAT2A inh -4%, FEN1 inh 4% and N370S GC 5%.
`Cc1ccc(S(=O)(=O)Nc2cc3c(cc2C)n(C)c(=O)c(=O)n3C)c(C)c1` gave KAT2A inh -12% and FEN1 inh -18%.
For O=C(c1cc([N+](=O)[O-])ccc1Cl)N1CCN(Cc2ccccc2)CC1 the results were KAT2A inh -10%, FEN1 inh 5% and N370S GC 3%.
`O=C(NCc1ccc(F)cc1)C(C(=O)NCc1ccc(F)cc1)c1ncc(C(F)(F)F)cc1Cl` gave KAT2A inh 0%, FEN1 inh 15% and N370S GC -24%.
For O=c1c(N2CCOCC2)c(N2CCOCC2)c1=O the results were KAT2A inh 0%, FEN1 inh -1% and N370S GC -7%.
`CCOC(=O)c1nn(-c2ccc(Cl)cc2C)ccc1=O` gave KAT2A inh -1%, FEN1 inh 15% and N370S GC -12%.
Screening COc1ccc2cc(C(=O)O)n(CC(=O)c3ccccc3)c2c1 returned KAT2A inh 2%, FEN1 inh 19% and N370S GC 10%.
CCCc1cc(C(=O)OC)c(NC(=O)c2cc(C)on2)s1 was read as KAT2A inh -5%, FEN1 inh -3% and N370S GC 9%.
Cc1nc2nc(SCC(=O)NCCCN3CCCCCC3)nn2c(C)c1Cc1ccccc1 was read as KAT2A inh 0%, FEN1 inh -17% and N370S GC 3%.
Screening CCOC(=O)CC(=O)CSc1nc2ccccc2c(=O)n1-c1ccc(C(=O)N2CCOCC2)cc1 returned KAT2A inh -4%, FEN1 inh 10% and N370S GC 3%.
`CC1=C(OC(=O)c2ccc(Br)cc2)C(C)(C)C(c2ccccc2)OC1=O` (stereo not drawn) gave KAT2A inh -11%, FEN1 inh 4% and N370S GC inconclusive.
Screening COc1ccc(CNC(=O)C2CCN(c3nn4c(=O)cc(C)nc4s3)CC2)cc1 returned KAT2A inh -3%, FEN1 inh 17% and N370S GC -1%.
For O=C(NNc1cccc(Cl)n1)c1cccnc1Cl the results were KAT2A inh 2%, FEN1 inh 21% and N370S GC 3%.
Screening COCCn1c(-c2ccc(Br)cc2)csc1=Nc1cccnc1 returned KAT2A inh -3%, FEN1 inh -9% and N370S GC 19%.
For COC(=O)C1C(=O)c2c([nH]c(C(=O)OCC3CCCO3)c2C)CC1C (stereo not drawn) the results were KAT2A inh -8%, FEN1 inh 0% and N370S GC -4%.
Screening c1ccc(C2=Nn3c(nnc3-c3ccccn3)SC2)cc1 returned KAT2A inh -7%, FEN1 inh -7% and N370S GC -3%.
COCC(C)NCc1ccc(C)cc1C (stereo not drawn) was read as KAT2A inh -2%, FEN1 inh 3% and N370S GC -4%.
CCOC(=O)c1[nH]c(C)c(C(=O)NCc2ccc(F)cc2)c1C was read as KAT2A inh -6% and FEN1 inh -15%.
Screening COc1ccc(S(=O)(=O)N2CCN(C3CCCC(C)C3)CC2)cc1 (stereo not drawn) returned KAT2A inh -3%, FEN1 inh -10% and N370S GC -11%.
For O=S(=O)(NCC1CCCO1)c1cccc(S(=O)(=O)N2CCCC2)c1 (stereo not drawn) the results were KAT2A inh -2%, FEN1 inh -2% and N370S GC 7%.
For Cc1ccc(C(=O)C(SC(C)(C)C)n2cncn2)cc1 (stereo not drawn) the results were KAT2A inh -7%, FEN1 inh -2% and N370S GC -1%.
Screening COc1ccc(-n2cc(-c3ccc(OC)c(OC)c3)[nH]c2=S)cc1 returned KAT2A inh -8%, FEN1 inh -17% and N370S GC 6%.

Overlap with the part before: 2 entries, then new ones.
For Cc1ccc(C(=O)C(SC(C)(C)C)n2cncn2)cc1 (stereo not drawn) the results were KAT2A inh -7%, FEN1 inh -2% and N370S GC -1%.
Screening COc1ccc(-n2cc(-c3ccc(OC)c(OC)c3)[nH]c2=S)cc1 returned KAT2A inh -8%, FEN1 inh -17% and N370S GC 6%.
For COc1ccc2nc(SCC(=O)O)nc(C)c2c1 the results were KAT2A inh 1%, FEN1 inh 0% and N370S GC inconclusive.
`COc1ccccc1-c1oc2ccccc2c1C#CC(C)(C)O` gave KAT2A inh -14% and FEN1 inh -20%.
For CC(C)(C)NS(=O)(=O)c1ccc(N2C(=O)c3ccccc3C2=O)cc1 the results were KAT2A inh -4%, FEN1 inh -14% and N370S GC 14%.
For Cc1cc(C)n(-c2ccc(C(=O)OCC(=O)c3c(N)n(C)c(=O)n(C)c3=O)cc2)n1 the results were KAT2A inh -16%, FEN1 inh 0% and N370S GC -3%.
Screening CCOc1ccc(NC(=O)CSc2nc3nc(C)c(Cc4ccccc4)c(C)n3n2)cc1 returned KAT2A inh -7% and FEN1 inh 12%.
For CN(CC(=O)Nc1ccc(F)cc1)C(=O)c1cccc(S(=O)(=O)N2CCN(c3ccc(F)cc3)CC2)c1 the results were KAT2A inh -13%, FEN1 inh 0% and N370S GC -12%.
`CCOC(=O)C1=C(COC(=O)c2ccc(OC)c(OC)c2OC)NC(=O)NC1C` (stereo not drawn) gave KAT2A inh -5%, FEN1 inh 0% and N370S GC 0%.
`COC(=O)C1=C(C(=O)OC)[C@@H]2N(C)c3ccc(OC)cc3[C@@]23C[C@@H](C(=O)OC)N=C3N1` gave KAT2A inh -13%, FEN1 inh -6% and N370S GC -6%[12.8 µM].
Screening Cc1cccc(C(=O)O[C@H]2[C@H](Cc3ccccc3)NS(=O)(=O)[C@H]3CC4C=C[C@]23O4)c1 returned KAT2A inh -4% and FEN1 inh 19%&7%.
Screening Cc1ccc(S(=O)(=O)CCC(=O)OC2CC(C)OC2=O)cc1 (stereo not drawn) returned KAT2A inh -11% and FEN1 inh 5%.
COc1ccccc1C(=O)Nc1ccnn1C1CCN(C(=O)c2cnsn2)CC1 was read as KAT2A inh -7%, FEN1 inh 7% and N370S GC -2%.

Assay outcomes as filed in PubChem BioAssay.
